HEK cytotox: kills HEK 293 cells; HEK 293 viability, ATP luminescence (CellTiter-Glo), 48-72 h; Potency, µM (doses to about 115 µM), for the others: at the highest dose activity change, negative = cytotoxicity, usual class: inhibitors; 6.6% of 94,000 active; further: potency means the concentration at half of the fitted maximal effect; nearly all actives have a fitted effect of over 60% in size
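Cytotoxicity was scored by loss of ATP-coupled luminescence (CellTiter-Glo) in HEK 293 cells. Compound treatment ran 48 or 72 hr at 37 degree Celsius, 5% CO2, 95% humidity.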
NIH3T3 tox: NIH 3T3 cell cytotoxicity. AID 1345082. NIH 3T3 viability, CellTiter-Glo ATP luminescence, 48-72 h. 4.3% of 94,000 active. Potency, µM (doses to about 96.7 µM), for inactives: at the top dose activity change, negative = cytotoxicity, actives largely listed as inhibitors; further: potency means the concentration at half of the fitted maximal effect; nearly all actives have a fitted effect of over 55% in size
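Mouse fibroblast NIH 3T3 cells, 400 per well, received compound via pintool and were incubated for 48 or 72 hr prior to CellTiter-Glo ATP luminescence measurement.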
IP6K1 inh: blocks human inositol hexakisphosphate kinase 1; IP6K1 kinase, ADP-Glo luminescence, 2 h; active compounds read low; Q92551; activity change, % (series mostly up to about 58 µM); 0.81% of 140,000 active; in the data active means activity change below about -25%
Target sequence (Q92551 whole entry, looked up): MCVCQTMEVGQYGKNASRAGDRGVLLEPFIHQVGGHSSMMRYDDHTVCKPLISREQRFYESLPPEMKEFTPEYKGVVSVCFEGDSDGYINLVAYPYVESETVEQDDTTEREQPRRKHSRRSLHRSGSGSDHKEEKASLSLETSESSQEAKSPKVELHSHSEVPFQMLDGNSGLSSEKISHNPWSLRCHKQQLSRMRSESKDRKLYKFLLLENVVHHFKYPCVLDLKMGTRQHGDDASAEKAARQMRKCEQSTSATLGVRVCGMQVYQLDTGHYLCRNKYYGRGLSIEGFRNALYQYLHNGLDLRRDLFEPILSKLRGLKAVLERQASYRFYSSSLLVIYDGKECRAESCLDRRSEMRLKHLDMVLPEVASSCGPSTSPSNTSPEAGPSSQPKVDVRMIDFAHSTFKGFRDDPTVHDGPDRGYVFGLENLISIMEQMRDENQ
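ADP-Glo luminescence measures ADP made by human IP6K1 during a 2 h RT reaction with ATP/IP6 (mix at 1.3 mM/130 uM); top library doses 57.5 and 19.1 uM final.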
FLuc inh: inhibitors of firefly (Photinus pyralis) luciferase; P08659; purified P. pyralis luciferase, luminescence, biochemical; Potency, µM (titrated, usually from 115 µM), for inactives: at the highest dose activity change, negative = inhibition, actives largely listed as inhibitors; 2.5% of 76,000 active; further: potency means the concentration at half of the fitted maximal effect; nearly all actives have a fitted effect of over 65% in size
Target sequence (P08659 whole entry, looked up): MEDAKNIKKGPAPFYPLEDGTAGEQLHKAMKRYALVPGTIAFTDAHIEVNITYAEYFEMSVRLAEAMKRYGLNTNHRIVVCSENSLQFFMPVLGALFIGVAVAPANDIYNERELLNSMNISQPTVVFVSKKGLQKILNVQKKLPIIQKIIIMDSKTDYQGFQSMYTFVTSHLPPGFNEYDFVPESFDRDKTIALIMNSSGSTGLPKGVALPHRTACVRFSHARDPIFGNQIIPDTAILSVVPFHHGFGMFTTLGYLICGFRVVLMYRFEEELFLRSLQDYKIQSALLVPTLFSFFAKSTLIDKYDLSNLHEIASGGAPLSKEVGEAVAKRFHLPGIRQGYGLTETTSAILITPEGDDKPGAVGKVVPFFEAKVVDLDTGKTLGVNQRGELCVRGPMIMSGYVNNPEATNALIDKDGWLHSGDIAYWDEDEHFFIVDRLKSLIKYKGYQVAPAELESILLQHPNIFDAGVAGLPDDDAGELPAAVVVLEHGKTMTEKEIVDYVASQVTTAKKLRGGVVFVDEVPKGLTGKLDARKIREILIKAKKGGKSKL
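FLuc 10nM, D-luciferin 10uM, ATP 10uM, Mg acetate 10mM, Tris acetate pH 7.5, Tween/BSA; cpd qHTS; enzyme added last; CCD luminescence.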
HEK293 viab: cell viability loss counter-screen | HEK-293-SNCA-luc viability, GF-AFC fluorescence, 24 h | Potency, µM (highest dose often 57.1 µM), for the others: at the top dose activity change, negative = cytotoxicity, most hits filed as cytotoxic | 0.12% of 150,000 active | AID 1671193;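 further: potency means the concentration at half of the fitted maximal effect; 0% = DMSO-treated cells and -100% = medium-only wells without cells; nearly all actives have a fitted effect of over 30% in size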
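Cytotoxicity counterscreen: after 24 h compound treatment of genome-edited SNCA-luciferase HEK-293 cells, live-cell protease substrate GF-AFC read by fluorescence after 30 min; activity scaled between DMSO (0%) and medium-only (-100%), curves Hill-fitted.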
GPT2 inh: inhibitors of human GPT2 alanine aminotransferase; Q8TD30; Recombinant GPT2, coupled pyruvate oxidase/HRP Amplex Red fluorescence; 0.25% of 100,000 active; Potency, µM (series often up to 57.7 µM), without a hit: at the top dose activity change, negative = inhibition, hits mostly inhibitors; AID 1671188; further: potency means the concentration at half of the fitted maximal effect; nearly all actives have a fitted effect of over 60% in size; many of its hits are not listed in these tables
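GPT2 10ng/uL, a-KG 250uM, L-Ala 2mM, HEPES pH7.5 + 0.0001% Tween; 30 min RT. Then Amplex mix (PO/HRP/ThPP), 30 min RT dark, fluorescence. AOA 50uM used as positive control.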
SNCA expr inh: reduces expression of the alpha-synuclein gene. Potency, µM (titrated, usually from 57.2 µM), inactives show at the highest dose activity change, negative = inhibition, actives largely listed as inhibitors. 0.17% of 140,000 active. HEK-293 SNCA-luciferase knock-in, luminescence, 24 h;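 further: potency means the concentration at half of the fitted maximal effect; plate controls were DMSO cells for no effect and cell-free wells for full effect; nearly all actives have a fitted effect of over 45% in size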
An asterisk follows results filed as active; i = inactive; ? = inconclusive; · = not tested or not shown; [ ] = dose if it differs, or a comment. Unless noted, the call rests on the fitted dose curve; in most records, active means well fitted curve in the direction sought with a large enough effect; inconclusive means small, poorly fitted or top-dose-only effect, or another doubt; inactive means no such curve, though single readings can be large; an effect the other way counts as inactive or inconclusive. Unless noted, on the % scale 0 is the no-effect control and ±100 the full control effect. Hits appear at their usual frequency. Share with any hit: about 7.7%.

mol	HEK cytotox	NIH3T3 tox	IP6K1 inh	FLuc inh	HEK293 viab	GPT2 inh	SNCA expr inh
Cc1ccc(C)c(N2CCN(C3(c4ccccc4)C(=O)c4ccccc4C3=O)CC2)c1	·	·	-13	·	-2%	·	-16%
COCCCn1c(=O)c(C(=O)N2CCN(C(=O)c3ccc(F)cc3)CC2)nc2cccnc21	i	-3%	-7	·	5%	i	5%
CCc1ccc(NC(=O)CSc2nc3c([nH]c4ccccc43)c(=O)n2C)cc1	·	·	13	·	6%	·	4%
CN(C)CCCC(=O)N1Cc2ccccc2CC2(CCCCN2CC2CCNCC2)C1 (configuration not stated)	-5%	-3%	-9	·	-7%	-4%	8%
CCn1ccnc1CN1CC[C@H](N2CCN(C)CC2)[C@H](CCC(=O)O)C1	1%	i	1	-5%	1%	0%	9%
CC(C)C1CN(C(=O)CCn2ccc(=O)[nH]c2=O)CCC(=O)N1CC1CC1 (configuration not stated)	i	0%	32	0%	2%	0%	?
CCC1=C(C(=O)OC)C(c2cccc(OC)c2)N2C(CC(=O)N3CCOCC3)=CSC2=N1 (configuration not stated)	?	0%	7	-7%	-5%	i	37%[activator]
Cc1ccccc1S(=O)(=O)N1CCCC(CCC(=O)Nc2cccc(Cl)c2)C1 (configuration not stated)	22µM*	?	7	11%	?	-22%	?
O=C(NCc1cccc(F)c1)C1CCN(c2cn[nH]c(=O)c2)C1 (configuration not stated)	3%	i	12	1%	10%	i	3%
Cc1cnc(C(=O)N[C@@H]2CCC[C@@H]2C(=O)NCc2ccc3c(c2)OCO3)cn1	-9%	-5%	9	-2%	0%	i	-1%
N#Cc1cccc(CN2CCCC(c3[nH]ccc3C(N)=O)C2)c1 (configuration not stated)	-22%	-15%	0	-2%	-14%[12.5 µM]	-10%	?
COc1ccc(NC(=O)Cn2nc3n(c2=O)CCCCC3)c(OC)c1	8%	-2%	24	11%	2%	i	2%
Cc1ccc(Cn2cc(-c3ccncc3)cc2C(=O)O)cc1	-27%	?	-5	-9%	9%	i	18%
CCOc1ccccc1NC(=O)N1CCC(Oc2ncccc2C(=O)N2CCOCC2)C1 (configuration not stated)	6%	5%	22	14%	3%	i	34%[activator]
CCn1cc(/C=C(\NC(=O)c2ccc(OC)cc2)C(=O)NCCCn2ccnc2)c2ccccc21	·	·	14	·	?	·	-1%
O=C(NCC(=O)N1CCC(Cc2ccccc2)CC1)c1ccc(-c2cnc3ccccc3c2)cc1	10µM*	?	-11	·	4%[12.5 µM]	-5%	?
COCc1nc(C2CCCN(C(=O)c3ccco3)C2)no1 (configuration not stated)	14%	-5%	13	-13%	-3%[12.5 µM]	i	5%
Cc1ccc(N2CC(NC(=O)C3CCCCC3)CC2=O)cc1C (configuration not stated)	·	·	-2	·	0%	·	-8%
O=C(c1ccccc1Cl)N1CCC(N2CCCNC2=O)CC1	-4%[172 µM]	-24%[138 µM]	17	4%[172 µM]	5%[87.6 µM]	-3%[88.5 µM]	-24%[87.6 µM]
O=C(NCCc1csc(-c2cccnc2)n1)C1NCCc2[nH]cnc21 (configuration not stated)	i	0%	-5	-12%	1%	-29%	-14%
O=C(Cc1ccc(O)cc1)N1Cc2ccccc2CC2(CCN(Cc3ccncc3)C2)C1 (configuration not stated)	-27%	-21%	-11	·	10%	i	2%
O=C(NCc1ccncc1)c1coc(CN2CCN(C/C=C/c3ccccc3)CC2)n1	?	-7%	9	-4%	-15%	-7%	-24%
COc1ccc(-n2nc3n(c2=O)CCN(Cc2ccsc2)C3)cc1	?	32µM*	-10	·	-22%	i	51%[activator]
COc1ccc(C(CC(=O)N(C)Cc2cc(C3CC3)n[nH]2)c2ccccc2)cc1 (configuration not stated)	?	?	14	5%	-14%	4%	-14%

A draw from above in order of count of non-hydrogen atoms, rising:
mol	HEK cytotox	NIH3T3 tox	IP6K1 inh	FLuc inh	HEK293 viab	GPT2 inh	SNCA expr inh
COCc1nc(C2CCCN(C(=O)c3ccco3)C2)no1 (configuration not stated)	14%	-5%	13	-13%	-3%[12.5 µM]	i	5%
Cc1ccccc1S(=O)(=O)N1CCCC(CCC(=O)Nc2cccc(Cl)c2)C1 (configuration not stated)	22µM*	?	7	11%	?	-22%	?
O=C(Cc1ccc(O)cc1)N1Cc2ccccc2CC2(CCN(Cc3ccncc3)C2)C1 (configuration not stated)	-27%	-21%	-11	·	10%	i	2%

Other compounds follow.
mol	HEK cytotox	NIH3T3 tox	IP6K1 inh	FLuc inh	HEK293 viab	GPT2 inh	SNCA expr inh
COc1ccc(NC(=O)[C@@H]2C[C@@H](c3cccc(C(F)(F)F)c3)N(C)C2)cc1OC	?	?	0	-5%[172 µM]	-10%[87.6 µM]	3%[88.5 µM]	?
COc1ccc(C(=O)N2CCCC(n3cc(-c4nc(C(C)C)no4)nn3)C2)cc1F (configuration not stated)	?	-25%	7	-3%	2%	i	3%
Cc1ccc(CSc2nc3cccnc3n2Cc2ccc(C(=O)NCc3cccs3)cc2)cc1	·	·	8	·	5%	·	6%
Cc1ccc(C)c(NC(=O)CCOc2ccccc2)c1	·	·	52	·	15%	·	-10%
COC(=O)N1CCN(c2ccc3nnc(C)n3n2)CC1	0%[172 µM]	?	9	·	·	·	·
Cc1ccccc1C(=O)N1CCC2(CC1)N(c1ccccc1)C(=O)CS2(=O)=O	3%	-1%	0	4%	10%	-2%	2%
Cc1cccc(-n2cnc3cc(C(=O)NC4CCCCCC4)ccc32)c1	·	·	13	·	-26%	·	-4%
CCc1cccc(C)c1NC(=O)CN1C(=O)C2(SCC(=O)N2c2cccc(F)c2)c2ccccc21 (configuration not stated)	·	·	0	·	6%	·	1%
O=C(NC1CCN(Cc2cccc(-c3cccs3)c2)CC1)c1ccc(Cl)nc1	?	?	-4	·	3%[12.5 µM]	-3%	-24%
Cc1ccc2c(c1)c(=O)c(C(=O)c1ccc3c(c1)OCO3)cn2Cc1ccc(Cl)cc1	·	·	-16	·	?	·	?
COCCc1noc(C2Cc3ccccc3N2C(=O)Nc2ccc3c(c2)OCCO3)n1 (configuration not stated)	?	3%	7	-19%	-9%	2%	-3%
Cc1ccc(C(=O)N(C)CC2CCOCC2)cc1	4%	i	17	-5%	-5%	-6%	-7%
Cn1c(=O)c2sccc2n2c(CCCC(=O)Nc3ccc(F)cc3F)nnc12	·	·	16	·	?	·	-10%
COCCNC(=O)[C@H]1C[C@H](Oc2ccccc2)CN1C(=O)C(C)C	-4%	i	14	2%	4%	i	-24%
COc1cc(C2c3c(oc4ccccc4c3=O)C(=O)N2c2ccccn2)cc(OC)c1OC (configuration not stated)	·	·	-1	·	5%	·	19%
COCCCn1c(=O)c2sccc2n2c(CCCC(=O)Nc3ccc(F)c(F)c3)nnc12	·	·	-10	·	-16%	·	4%
CC(=O)SCC[N+](C)(C)C	·	·	·	·	12%	-14%	15%
Cn1cccc1C(=O)N1C[C@@H](NC(=O)NC2CCCCC2)C[C@H]1C(=O)N[C@H](Cc1c[nH]c2ccccc12)C(N)=O	-24%	2%	-3	-5%	2%	i	14%
Fc1ccc(N2CCN(c3ncnc4onc(-c5ccc(Cl)cc5)c34)CC2)cc1	·	·	18	·	11%	·	4%
CC(C)(C)c1nc(C(=O)N2CCN(c3ncccn3)CC2)n2ccncc12	?	-35%	-18	·	2%	5%	1%
O=C(Nc1ccc(F)cc1)N1CC(c2nnc(-c3ccncc3)o2)C2(CCOCC2)C1 (configuration not stated)	i	-5%	18	-9%	-1%	-5%	-3%
COc1cc(NC(=O)C2=NO[C@@H]3CN(Cc4ccc(F)cc4)C[C@H]23)ccc1F	?	?	-4	5%[172 µM]	0%[87.6 µM]	3%[88.5 µM]	-4%[87.6 µM]
O=C1NCc2ccccc2CC12CCCCN2Cc1cccc(F)c1F (configuration not stated)	50µM*	?	-4	·	-6%	-23%	-5%
C[C@H]1CCN2C[C@]34C[C@@]5(C(=O)Nc6c5ccc5c6OC=CC(C)(C)O5)C(C)(C)C3C[C@]12C(=O)N4C (some centres not stated)	·	·	-3	·	-2%[23.9 µM]	i	·
Nc1nc2c(c(=O)[nH]1)N(C=O)[C@H](CNc1ccc(C(=O)N[C@@H](CCC(=O)O)C(=O)O)cc1)CN2	·	·	·	·	-7%	i	1%
COc1cccc(C(=O)NC2CCN(c3nnc4ccccn34)CC2)c1	-20%	-16%	8	-13%	-2%	?	15%
Cn1c(CNC(=O)CN2C(=O)C3(CCCCC3)C2c2ccccc2)nc2ccccc21 (configuration not stated)	?	?	-3	·	-1%	2%	3%
CNC(=O)N1CCC(C2CCN(C(=O)c3ccc(F)cc3Cl)C2)CC1 (configuration not stated)	-7%	?	14	5%	4%[12.5 µM]	-6%	32%[activator]
CC(=O)c1cc2c(cc1O)OC(C)(C)C=C2	·	·	9	·	-6%	-10%	·
O=C1[C@H]2CN(Cc3ccc(Cl)c(F)c3)C[C@H]2C(=O)N1Cc1ccc2c(c1)OCO2	?	-23%	3	10%	3%	1%	1%
O=C(NCc1ccccc1)N1CCC(N2C(=O)C3(CCCC3)C2c2ccccc2)CC1 (configuration not stated)	?	?	0	-6%	-6%[12.5 µM]	0%	?
CCCCNC(=O)c1cc(Sc2ccc(OCC)cc2)nc2ccccc12	·	·	-26*	·	13%	·	14%

One compound at a time (already shown). Screens in order: HEK cytotox | NIH3T3 tox | IP6K1 inh | FLuc inh | HEK293 viab | GPT2 inh | SNCA expr inh
Shown for CNC(=O)N1CCC(C2CCN(C(=O)c3ccc(F)cc3Cl)C2)CC1 (configuration not stated) = -7% | ? | 14 | 5% | 4%[12.5 µM] | -6% | 32%[activator]
Shown for CCCCNC(=O)c1cc(Sc2ccc(OCC)cc2)nc2ccccc12 = · | · | -26* | · | 13% | · | 14%

Next section.
mol	HEK cytotox	NIH3T3 tox	IP6K1 inh	FLuc inh	HEK293 viab	GPT2 inh	SNCA expr inh
Cc1cccc(OCC(=O)Nc2ccc(C(=O)OCc3cc(=O)n4nc(C5CC5)sc4n3)cc2)c1	·	·	3	·	-5%	·	-6%
CCc1ccc2occ(CC(=O)Nc3sc4c(c3C(=O)NCCOC)CCCC4)c2c1	·	·	-1	·	6%	·	-11%
COc1cccc([S+](=O)([O-])N2CC(N3CCc4ccccc43)C2)c1	-25%	-20%	-1	·	-1%	i	28%
CCOC(=O)C1(Cc2ccccc2C(F)(F)F)CCNCC1	?	?	7	10%	7%	3%	9%
COc1ccc(NC(=O)N(Cc2ccco2)C2CCN(C(C)=O)CC2)c(OC)c1	·	·	-11	·	-7%	·	-9%
COc1ccccc1-c1cc(C(=O)NCc2cccnc2)c2c(c1)N(C)CCO2	?	-25%[138 µM]	-10	-10%[172 µM]	-8%[87.6 µM]	-8%[88.5 µM]	-2%[87.6 µM]
COc1ccc(-c2noc(CC3CCN(C(=O)C4(c5ccc(OC)cc5)CC4)CC3)n2)cc1	?	?	-1	-5%	-7%	i	-11%
Cc1ccc(C(=O)N2CCC(c3n[nH]c(=O)n3-c3ccccc3)CC2)cc1F	3%	-12%	-11	6%	0%	-12%	-4%
